RGS12 GoLoco inh – qHTS Assay for Inhibitors of RGS12 GoLoco Motif Activity (Red Fluorophore); 230,000 compounds, 0.44% hits; Gai1:RGS12 GoLoco peptide FP, rhodamine, 10 min; AID 880, 2007; Potency, µM (titrated, usually from 61.6 µM), without a hit: top-dose activity, negative = inhibition, hits mostly inhibitors; Guanine nucleotide-binding protein G(i) subunit alpha-1 (Homo sapiens), P63096; active = well fitted inhibition curve with a large enough effect, not every such curve was filed as active; inactive = no such curve, though single readings can be large or run the other way; note: % is set by controls: 0 for no effect and ±100 for the full control effect; nearly all actives have a fitted effect of over 30% in size; many of its hits are not listed in these tables
Target sequence (P63096 whole entry, looked up): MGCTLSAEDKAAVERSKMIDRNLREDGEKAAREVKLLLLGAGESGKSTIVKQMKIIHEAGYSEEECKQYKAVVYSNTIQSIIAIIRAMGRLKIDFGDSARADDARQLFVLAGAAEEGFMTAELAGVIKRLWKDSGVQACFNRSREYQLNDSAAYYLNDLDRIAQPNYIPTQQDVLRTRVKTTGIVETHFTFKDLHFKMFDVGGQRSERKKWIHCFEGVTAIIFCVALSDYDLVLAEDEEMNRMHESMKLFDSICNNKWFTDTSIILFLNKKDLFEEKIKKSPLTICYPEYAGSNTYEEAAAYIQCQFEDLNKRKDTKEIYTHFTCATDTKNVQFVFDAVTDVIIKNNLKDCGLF
HTT aggregate – qHTS Multiplex Assay to Identify Dual Action Probes in a Cell Model of Huntington: Aggregate Formation (GFP). 220,000 compounds, 1.1% hits. AID 1688, 2009. PC12 HttQ103-GFP aggregates, Acumen cytometry, 40 h. Potency, µM (series often up to 46.1 µM), inactives show at the top dose activity change, negative = inhibition, hits mostly inhibitors; note: % is set by controls: 0 for no effect and ±100 for the full control effect; nearly all actives have a fitted effect of over 60% in size
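Multiplexed with ATP-based cell death, this channel scores GFP aggregates in PC12 cells expressing inducible HTTex1-Q103-GFP. Induction used 100 nM tebufenozide; compounds were tested in concentration series.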
GAA inh – qHTS Assay for Inhibitors of Human alpha-Glucosidase as a Potential Chaperone Treatment of Pompe Disease. purified human GAA, 4-MU-alpha-glucoside fluorescence. Potency, µM (titrated, usually from 76.9 µM), inactives show top-dose activity change, negative = inhibition, hits mostly inhibitors. 200,000 compounds, 0.005% hits;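 note: plate controls were uninhibited enzyme wells for no effect and no-enzyme background for full effect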
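Compounds are titrated up to 77 uM against 4 nM human enzyme. Substrate 4-methylumbelliferyl-alpha-D-pyranoside (400 uM) reacts 20 min at room temperature in pH 5.0 buffer; liberated 4-methylumbelliferone is read at 440 nm.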
GAA glycogen – qHTS Assay for Inhibitors and Activators of Human alpha-Glucosidase Cleavage of Glycogen; Lysosomal alpha-glucosidase (Homo sapiens), P10253; 300,000 compounds, 0.38% hits; Potency, µM (titrated, usually from 76.4 µM), for the others: at the top dose activity change, negative = inhibition, actives largely listed as inhibitors; recombinant GAA, glycogen substrate, Amplex Red glucose oxidase fluorescence;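 note: 0% = full enzyme reaction and -100% = no-enzyme basal signal; the screen sought inhibitors and activators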
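Natural-substrate format: glycogen cleavage by 4 nM human enzyme, glucose read by Amplex Red coupling (Ex 573, Em 610 nm). Normalized to enzyme and no-enzyme controls.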
HTT cytoprotect – qHTS Multiplex Assay to Identify Dual Action Probes in a Cell Model of Huntington: Cytoprotection (ATP); PC12 HTT-Q103 induced, cytoprotection, ATP luminescence, 40 h; 230,000 compounds, 0.14% hits; AID 1471, 2008; Potency, µM (series often up to 56.4 µM), for inactives: cytoprotection (ATP increase), hits mostly activators;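 note: % of control where 0% means no effect; nearly all actives have a fitted effect of over 45% in size; toxic huntingtin expression switched on by the ecdysone agonist tebufenozide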
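Compounds added alongside 100 nM tebufenozide, which induces toxic Q103 huntingtin exon 1-GFP in stable PC12 cells; surviving cells quantified by luminescent ATP measurement. Medium: phenol red-free DMEM, 5% equine and 5% calf serum.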
IMPase Li cell – qHTS Assay for Identifying the Cell-Membrane Permeable IMPase Inhibitors: Potentiation with Lithium | CHO-M1 cells, IP1 TR-FRET (IP-One), carbachol + lithium | 210,000 compounds, 0.35% hits | Potency, µM (highest dose often 59.4 µM), for inactives: top-dose activity, negative = IMPase inhibition, hits mostly inhibitors | AID 1457, 2008;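 note: IP1 builds up when IMPase is blocked and the TR-FRET signal falls; plate controls were basal vehicle for no effect and high inhibitor control for full effect; nearly all actives have a fitted effect of over 50% in size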
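CHO cells stably expressing M1 receptor (2000/well) were cultured 16–30 h, then exposed to compounds with a small lithium addition for 30 min at 37C. IP1 was measured by TR-FRET competition; AC50 from Hill fits.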
GAA spleen mod – qHTS Assay for Inhibitors and Activators of Human alpha-Glucosidase From Spleen Homogenate | 240,000 compounds, 0.006% hits | Lysosomal alpha-glucosidase (Homo sapiens), P10253 | Potency, µM (titrated, usually from 79.9 µM), for the others: at the top dose activity change, negative = inhibition, actives largely listed as inhibitors | human spleen homogenate, 4-MU-alpha-glucoside fluorescence | AID 2112, 2009;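 note: 0% = enzyme with vehicle and -100% = no enzyme basal signal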
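Enzyme source: human spleen homogenate, 1 ug/well. Buffer 50 mM citric acid/K phosphate pH 5.0, 0.01% Tween-20. 4-MU-alpha-glucoside 1 mM; 37 C x 40 min; NaOH/glycine stop; fluorescence.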
* = called active by the depositor; ? = inconclusive; . = no result given; & = joins results of further samples; [ ] = remark or other dose. Unless noted, calls come from the whole dose curve; as a rule, active = well fitted curve in the direction sought with a large enough effect; inconclusive = small, poorly fitted or top-dose-only effect, or another doubt; inactive = no such curve, though single readings can be large; an effect the other way counts as inactive or inconclusive. Potency is the fitted concentration of half-maximal effect. These rows are one share of the data, so the mix of outcomes need not match the whole.

Compound | RGS12 GoLoco inh | HTT aggregate | GAA inh | GAA glycogen | HTT cytoprotect | IMPase Li cell | GAA spleen mod
CCCn1c(N)c(C(c2ccc(OC)cc2)N2CCN(c3ccccc3)CC2)c(=O)[nH]c1=O (centres undefined) | -20% | 3% | 2% | -1% | -13% | 34%[activator][38.3 µM] | -2%
O[C@]1(c2ccccc2)c2ccccc2NC2=NCCN21 | 1%[14.2 µM] | . | . | . | 15%[10 µM] | 7% | .
CCOC(=O)CCc1nn(C)c(=O)c2ccccc12 | 4% | -17% | 1% | 3% | -19%[10 µM] | -6% | -1%
COc1ccccc1N(CC(=O)Nc1ccc2c(c1)OCCO2)S(C)(=O)=O | 2% | ? | -7% | 5% | -7%[10 µM] | 4%[38.3 µM] | -12%
CCCCCn1nc(-c2ccccc2)c2nc3ccccc3nc21 | -4% | 21% | 3% | 1% | -13% | -14%[38.3 µM] | -5%
CCOC(=O)C1=NN(c2ccc(Cl)cc2)/C(=C/C2=NCCc3cc(OC)c(OC)cc32)S1 | 23% | -3%[9.22 µM] | . | -11% | 22%[10 µM] | . | 10%
COc1ccc(CCN(Cc2ccccn2)C(=S)Nc2ccccc2Cl)cc1OC | 5% | 5% | ? | -12% | -14% | 12% | -5%
O=C(Cn1nnc(-c2ccccc2)n1)NCc1ccco1 | 0% | -21% | 0% | -4% | 5% | 44%[activator][38.3 µM] | -5%
COCC(=O)Nc1cc(=O)n(C)c(=O)n1C | -9% | -8% | -10% | 2% | -1%[10 µM] | 18%[38.3 µM] | -5%
CC(NC(=O)COC(=O)c1ccc([N+](=O)[O-])s1)c1ccccc1 (centres undefined) | 12% | -12% | -1% | 0% | -24%[10 µM] | -6% | -4%
O=C(NCC1CCCO1)C(C(=O)c1ccccc1)n1cc(Cl)ccc1=O (centres undefined) | 8% | -4% | 1% | -4% | 16% | 7%[38.3 µM] | 2%
Cc1ccc(SCCNC(=S)Nc2cc(C)ccc2C)cc1 | 4% | -59% | -6% | -12% | 10% | 35%[38.3 µM] | 0%
Cc1ccc(S(=O)(=O)NC(=O)Nc2cccc(C)n2)cc1 | 11% | 5%[9.22 µM] | -8% | 2% | 18%[10 µM] | . | 2%
CC(C)(CN)SCc1ccccc1 | 1%[14.2 µM] | . | . | . | -1%[10 µM] | 8% | .
CCOC(=O)c1c(C)[nH]c(O)c1C=Nc1ccccc1 | -6% | -4% | -2% | -25% | -3% | -11%[38.3 µM] | 0%
C=CCC(CC=C)(NC(=O)c1ccccc1)c1ccccc1 | -8% | -6% | -3% | 5% | 18% | -8%[38.3 µM] | -1%
Cc1nn(-c2ccccc2)c(N)c1C(O)(CSc1nccn1C)C(F)(F)F (centres undefined) | 12% | 14% | 0% | -2% | 0% | 11%[38.3 µM] | -6%
COc1ccccc1C1(O)CCN(C(=O)c2cccs2)CC1 | -12% | 7% | -1% | 3% | 16% | -5%[38.3 µM] | -6%
Cn1c(CN2CCCCC2)nc2cc(NC(=O)c3ccccc3Cl)ccc21 | -15% | 8% | -6% | -4%[76.3 µM] | -1% | -10%[38.3 µM] | -4%
CCc1ccccc1Nc1ccc(C(=O)O)cc1N | 6% | 13% | -5% | 3.1µM* | 2% | 17%[38.3 µM] | -13%
CCOc1ccc(N2C(=O)CC(N(Cc3ccco3)C(C)=O)C2=O)cc1 (centres undefined) | 16% | -5%[9.22 µM] | 9% | 2% | -4%[10 µM] | 0% | -6%
O=[N+]([O-])c1cc(C(F)(F)F)ccc1NCCc1c[nH]c2ccc(O)cc12 | 1% | -18% | -8% | 9.9µM* | -27%[10 µM] | -5% | -6%
O=C1CN(C(=O)COC(=O)CNS(=O)(=O)c2ccccc2)c2ccccc2N1 | 5% | 9% | 5% | 7% | -46%[inhibitor] | 1% | -1%
COc1cccc(C2C(C(=O)c3cc4ccccc4o3)=C(O)C(=O)N2c2cc(C)on2)c1OC (centres undefined) | -10% | -5% | -6% | 6% | -12%[0.074 µM] | 11µM* | 0%
CN(CCc1ccc(Cl)c(Cl)c1)CC(O)COc1ccc(NS(C)(=O)=O)cc1 (centres undefined) | -4%&6% | . | . | . | 13%&-34% | 2%&12% | -2%&11%
Cn1c(=O)cc(OCC(=O)NCCCN2CCN(c3cccc(Cl)c3)CC2)c2ccccc21 | -2% | 14% | 2% | 1% | 13%[10 µM] | 6% | -1%
CSc1ccccc1NC(=O)CN(c1cccc(C)c1)S(C)(=O)=O | 0% | -13% | -15% | -7% | -1% | -8%[38.3 µM] | -5%
O=C(NCc1ccco1)c1ccc(Cn2c(=O)c3ccccc3n(Cc3cccc(Cl)c3)c2=O)cc1 | 4% | 14%[9.22 µM] | -2% | 7% | -30% | 21%[38.3 µM] | 2%
COc1ccccc1N(C)S(=O)(=O)c1ccc(C(=O)NC(C)c2ccccc2)cc1 (centres undefined) | 2% | -17%[9.22 µM] | . | -11% | 5%[10 µM] | . | 4%
CC(Oc1ccc(C(=O)NC2CCCCC2)cc1)C(=O)O (centres undefined) | 4% | -3% | -14% | -2% | -7%[0.074 µM] | 14%[38.3 µM] | -9%
COc1c(O)ccc2cnn(-c3ccccc3C)c(=O)c12 | -1% | 8% | -3% | -4% | -14% | -7%[38.3 µM] | -10%
O=C(CSc1ncn[nH]1)NCCC(c1ccccc1)c1ccccc1 | 6% | 27% | -4% | 2% | -17% | -7%[38.3 µM] | -1%
O=C(CCl)NCCN1C(=O)S/C(=C\c2cccnc2)C1=O | -3% | ? | -14% | 3% | -17% | 12% | 4%
CC(C)c1c(O)ccc2c1CCC1[C@@](C)(CO)CCC[C@@]21C (some centres undefined) | -10% | . | . | . | -42% | 17% | 5%
Cc1cc2n(c(=O)c1C#N)CCCN2c1cccc(Cl)c1 | -2% | -10% | 1% | 2% | 11%[1.9 µM] | -5% | -8%
O=C(NC1CCCC1)C(c1cccnc1)N(C(=O)c1csnn1)C1CC1 (centres undefined) | 5% | 6% | 9% | 2% | -18%[10 µM] | 21%[38.3 µM] | -3%
CCc1ccc(CN(C)C(=O)CCc2nnc(COc3ccccc3)o2)cc1 | 2% | 3%[9.22 µM] | -15% | 5% | -9%[10 µM] | 0% | -9%
N=c1ccn2c(n1)O[C@H]1[C@@H](OP(=O)(O)O)[C@H](CO)O[C@H]12 | 4%[14.2 µM] | . | . | . | -17%[10 µM] | -6% | .
COC(=O)C1=C(C)NC(C)=C(C(=O)OC)C1c1ccc(C)o1 | 1% | 16%[9.22 µM] | . | 0% | 23%[10 µM] | . | -1%
CCCc1cc(=O)[nH]c(SCc2ccccc2Cl)n1 | 2% | 9%[9.22 µM] | -14% | 5% | 3% | 11%[38.3 µM] | 3%
CS(=O)(=O)N1CCC[C@@]2(CCN(c3ncccn3)C2)C1 | -2% | . | . | . | ? | 4% | 1%
COc1ccc(OC)c(NS(=O)(=O)c2ccc(Br)s2)c1 | 12% | -18% | 1% | -3% | -19% | 3% | 6%
CN1c2ccccc2C(O)=C(C(=O)Nc2ccccc2)S1(=O)=O | -3% | 4% | 0% | 9% | -29% | -10%[38.3 µM] | -18%
C=CCn1c(SCC(=O)NCC(=O)OCC)nnc1-c1ccccn1 | 2% | 4% | -2% | -2% | -11%[0.074 µM] | -3%[38.3 µM] | -3%
Cc1ccc(NC(=O)COc2ccc3oc4c(c3c2)CCCC4)nc1 | -38% | 7% | -4% | -6% | 12% | ? | 5%
CCOC(=O)C1C(c2ccc([N+](=O)[O-])cc2)C2C(=O)NN=C2CC1(C)O (centres undefined) | 3% | 9%[9.22 µM] | . | -21% | -2%[10 µM] | . | 6%
Cn1cnc([N+](=O)[O-])c1Sc1ccc(Br)cc1 | 5% | 4% | ? | -3% | -9%[10 µM] | 5% | 3%
O=C(/C=C/c1cccs1)N1CCN(c2ccc(F)cc2)CC1 | 5% | 26%[9.22 µM] | . | -1% | 21%[10 µM] | . | 2%

The last 2 compounds of the part above open the next one:
Compound | RGS12 GoLoco inh | HTT aggregate | GAA inh | GAA glycogen | HTT cytoprotect | IMPase Li cell | GAA spleen mod
Cn1cnc([N+](=O)[O-])c1Sc1ccc(Br)cc1 | 5% | 4% | ? | -3% | -9%[10 µM] | 5% | 3%
O=C(/C=C/c1cccs1)N1CCN(c2ccc(F)cc2)CC1 | 5% | 26%[9.22 µM] | . | -1% | 21%[10 µM] | . | 2%
O=C1Nc2ccccc2C(=O)N2CCCCC12 (centres undefined) | -6% | 21%[9.22 µM] | -9% | -9% | 17%[10 µM] | 1% | 7%
COc1ccc(CNC(=O)/C(C)=C\C(=O)O)cc1 | 11% | 22% | 3% | -3% | 27% | 1% | 5%
CCOC(=O)c1ccc(N=c2sc(C(=O)OC)cc(=O)n2CCCN2CCOCC2)cc1 | 2%&1% | -24% | -6% | -6%&-2% | -21% | 17%[38.3 µM] | -2%&4%
COc1ccccc1-c1ccc2ncnc(NCc3ccccc3)c2c1 | -2% | . | . | . | -15% | 20% | 7%
O=C(Nc1ccc(Br)cc1)c1cccn1-c1ncc(C(F)(F)F)cc1Cl | 7% | -9% | -2% | -12% | -5% | 28%[38.3 µM] | -6%
Cn1c(=O)c2c(ncn2CC(COCc2ccccc2)OCc2ccccc2)n(C)c1=O (centres undefined) | 8% | 12%[9.22 µM] | . | -3% | 6%[10 µM] | . | -14%
Cc1cc(C(=O)NNc2ccccc2F)no1 | -4% | -3%[9.22 µM] | . | ? | -3%[10 µM] | . | 1%
CC(OC(=O)CCc1nc2ccccc2c(=O)[nH]1)C(=O)NCc1ccc2c(c1)OCO2 (centres undefined) | 8% | -1% | -10% | -1% | 14% | 19%[38.3 µM] | -18%
